Screening results from PubChem BioAssay.
FXIa inh: factor XIa (human) inhibition; inhibition, % at 5 µM; actives 0.14% (n = 220,000); purified FXIa, Boc-Glu-Ala-Arg-AMC fluorogenic substrate;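 active means inhibition of at least 40%; inactive means inhibition below 40%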;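 further: fluorescence of freed AMC excited at 355 nm; 0% = enzyme without compound and 100% = no enzyme blank; many of its hits are not listed in these tables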
Furin inh: blocks human furin protease activity; P09958; purified furin, fluorogenic substrate cleavage; inhibition, % at 30 µM; actives 0.061% (n = 220,000); in the data active means inhibition above about 25%; further: inactives centre near -15
Target sequence (P09958 108-714 limits assumed): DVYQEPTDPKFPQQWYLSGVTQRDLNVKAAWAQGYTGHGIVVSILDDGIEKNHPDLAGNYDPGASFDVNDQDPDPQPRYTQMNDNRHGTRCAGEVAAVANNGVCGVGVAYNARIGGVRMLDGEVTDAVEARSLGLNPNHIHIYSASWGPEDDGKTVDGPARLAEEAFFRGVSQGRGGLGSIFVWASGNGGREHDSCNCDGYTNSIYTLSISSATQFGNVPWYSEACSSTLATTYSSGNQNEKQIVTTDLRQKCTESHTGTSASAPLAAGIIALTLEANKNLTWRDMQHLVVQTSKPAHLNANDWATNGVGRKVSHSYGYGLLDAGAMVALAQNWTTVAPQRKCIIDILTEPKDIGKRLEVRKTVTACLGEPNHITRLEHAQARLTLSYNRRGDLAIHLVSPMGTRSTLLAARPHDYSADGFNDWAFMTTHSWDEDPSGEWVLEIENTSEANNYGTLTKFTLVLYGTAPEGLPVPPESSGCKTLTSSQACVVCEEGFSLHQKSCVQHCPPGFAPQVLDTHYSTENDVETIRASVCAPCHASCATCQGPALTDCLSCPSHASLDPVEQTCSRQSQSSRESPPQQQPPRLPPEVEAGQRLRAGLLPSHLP
PERK inhibitor: inhibitors of human PERK kinase | Q9NZJ5 | CHO PERK-DD fusion, SEAP luminescence translation reporter | inhibition, % at 5.6 µM | actives 0.17% (n = 220,000) | AID 1416;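 active means inhibition above the mean inhibition of all tested compounds plus 3 SD, set separately per screening campaign, cut at about 2.9% in these data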;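 further: PERK kinase domain activated by AP20187 dimerizer at 100 nM; 0% = DMSO with dimerizer and 100% = rapamycin at 8.4 µM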
Rad51 HR inh: blocks human Rad51 in homologous recombination; Q06609; hRad51 DNA strand exchange, fluorescence dequenching; inhibition, % at 10 µM; actives 0.085% (n = 200,000); AID 1385;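 active means inhibition above 40% at the single screening dose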;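 further: 0% = DMSO control wells and 100% = blanks with heterologous ssDNA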
Target sequence (Q06609 whole entry, looked up): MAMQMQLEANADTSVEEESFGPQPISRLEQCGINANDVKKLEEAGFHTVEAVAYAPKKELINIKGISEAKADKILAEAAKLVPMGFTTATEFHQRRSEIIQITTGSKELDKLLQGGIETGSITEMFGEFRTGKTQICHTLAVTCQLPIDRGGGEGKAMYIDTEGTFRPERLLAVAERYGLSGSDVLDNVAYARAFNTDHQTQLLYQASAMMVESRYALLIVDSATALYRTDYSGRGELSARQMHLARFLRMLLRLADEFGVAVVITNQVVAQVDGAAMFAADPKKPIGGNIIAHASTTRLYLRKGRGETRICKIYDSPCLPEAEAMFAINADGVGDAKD
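material = hRad51 filaments on single-stranded DNA | timing = filaments 15 min 37 °C, then compound 30 min | signal = FRET fluorescence dequenching, excitation 485 nm, emission 520 nm | benchmarks = control wells and blank wells on each plate | evaluation = percent inhibition relative to plate controls and blanks | compound = 10 µM final, single point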
thrombin 1536: thrombin (human) inhibition. actives 0.26% (n = 220,000). AID 1046. inhibition, % at 5 µM. P00734. alpha-thrombin, Boc-VPR-AMC fluorogenic substrate cleavage;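 active means inhibition at or above 40%; inactive means inhibition below 40%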;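 further: 0% = enzyme with no compound and 100% = wells without enzyme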
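System: Human alpha-thrombin protein | Medium: pH 7.5 Tris (50 mM) with NaCl 150 mM, Tween 20 0.05% | Times: Enzyme reaction carried out at room temperature | Detection: AMC fluorescence, 355/460 nm | Evaluation: Percent inhibition scaled between no-compound controls and no-enzyme blanks | Benchmarks: Enzyme without compound as high, wells lacking enzyme as low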
Cl transport mod: modulates chloride dependent transport by human KCC2; KCC2 cells, thallium flux FluoZin-2 fluorescence; B-score of Tl+ flux slope (higher = more flux/activation; lower = inhibition) at 10 µM; actives 2.2% (n = 190,000); AID 1456;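 active means thallium flux slope and its plate-corrected score both differing from the plate sample mean at a set confidence after two filtering rounds, in either direction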;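 further: slope of fluorescence scaled to starting intensity during 10 to 20 s after thallium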
KLK5 inh: inhibitors of human kallikrein 5. Q9Y337. recombinant hK5, fluorogenic AMC substrate cleavage. inhibition, % at 5 µM. actives 0.59% (n = 210,000);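 active means inhibition of 40% or more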;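 further: 0% = enzyme controls without compound and 100% = no-enzyme blanks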
FXIIa inh 1536: factor XIIa (human) inhibition; P00748; purified FXIIa, Boc-QGR-AMC fluorogenic substrate, 2 h; inhibition, % at 5 µM; actives 0.3% (n = 220,000); in the data active means inhibition above about 40%;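 further: 0% = enzyme with no compound and 100% = blank without enzyme; many of its hits are not listed in these tables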
Calpain2 inh: calpain II (pig) inhibition; purified calpain II, fluorogenic peptide substrate, 30 min; inhibition, % at 16 µM; actives 0.37% (n = 220,000); AID 1236;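 active means inhibition above about 50%, limit read from the data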
* hit, by the source's call; . = no result given; [ ] = remark or other dose.

thrombin 1536	Rad51 HR inh	Furin inh	SMILES	FXIIa inh 1536	FXIa inh	PERK inhibitor	Calpain2 inh	Cl transport mod	KLK5 inh
-2.7	1.4	-0.5	Cc1cc(C)c(C(=O)Nc2cccc(F)c2)c(Cl)n1	6.5	-4.6	0.1	-3.2	1.03	-0.6
-11.9	-0.2	-10.5	CCOC(=O)C[N+](C)(C)CCOC1CC2CCC1(C)C2(C)C (stereo unspecified)	5.2	-7.5	-0.2	-8.7	0.0219	-3.6
4.9	23.5	-8.7	CC(Cl)c1cc(-c2ncc(C(F)(F)F)cc2Cl)no1 (stereo unspecified)	10.3	1.0	1.9	31.1	0.266	-2.5
-3.6	29.2	-15.3	CCCc1n(CC)c2ccccc2[n+]1CC(O)COC1CCCCC1 (stereo unspecified)	0.1	-6.9	-0.3	3.4	0.19	-14.9
2.0	-48.1	-15.4	O=C(COC(=O)c1cccnc1Cl)c1ccc(F)cc1	0.8	-2.0	2.1	-7.4	-1.51	-8.5
2.9	-3.0	-9.1	O=C1NC[C@@H](Cc2ccc(O)cc2)N(CCc2cccc3ccccc23)C1=O	7.0	2.5	.	9.4	-1.57	-1.4
1.9	-4.4	-12.5[20 µM]	CC(C)N(Cc1ccccc1)S(=O)(=O)N(C)C	10.7	-3.8	0.5	20.6	-0.0226	1.1
1.4	3.0	-19.5	Cc1ccc(-c2nnc(CCC(=O)N(C)Cc3nccs3)o2)s1	3.3	-1.7	0.3	1.3	0.0984	-0.4
-6.6	.	-34.0	CCCn1c(=O)c(-c2nc3ccccc3[nH]2)c(O)c2ccccc21	-0.3	-4.4	2.2	-180.4	-0.461	.
-1.9	.	-19.3[20 µM]	COC(=O)c1c(C)[nH]c(C(=O)CSc2nnnn2-c2ccccc2)c1C	10.9	4.0	0.5	-30.1	0.0287	-19.8
-2.5	-1.5	-13.2	CC(=O)N/C(=C\c1ccc(F)cc1)C(=O)NC(Cc1c[nH]c2ccccc12)C(=O)O (stereo unspecified)	9.9	2.0	1.9	-19.9	0.0751	-2.5
-0.9	-10.2	-11.7	COc1ccc(-n2nc(C)c3onc(C)c3c2=O)cc1	1.8	-11.3	0.1	10.1	-0.619	-2.5
-3.6	-6.4	-8.0[20 µM]	CS(=O)(=O)N(CC(=O)NCCC1=CCCCC1)c1ccc2c(c1)OCO2	13.2	2.3	-0.9	-8.8	0.508	-2.6
-0.3	6.9	-16.6	COCCCNC(=S)N1CCN(S(C)(=O)=O)CC1	12.3	6.9	1.6	-8.2	1.06	-10.6
1.4	23.1	-19.4	COc1ccc2c(c1)c(CC(=O)Nc1cc(C)ccc1C)c(C)n2C(=O)c1ccc(Cl)cc1	14.5	6.0	0.3	-26.8	0.0853	-8.8
-1.2	-3.9	-13.8	CCOc1cc(NC(=O)CC(C)C)c(OCC)cc1NC(=O)CCn1nnc2ccccc21	4.6	-5.8	0.7	20.6	.	-12.9
-1.2	7.7	2.8[20 µM]	CCOC(=O)N1CCc2c(sc3nc4n(c(=O)c23)N=C(C)CS4)C1	19.4	2.2	-1.2	-22.7	-0.0894	-3.4
-1.2	.	-14.6	O=C(Nc1cccc(Cl)c1)Nc1ccc2c(c1)C(=O)OC2	28.1	22.3	0.4	-4.0	0.0467	-10.6
-4.0	-7.5	-18.1[20 µM]	COc1ccc(-c2cc(C(F)(F)F)nc(SCCC(=O)N3CCOCC3)n2)cc1	2.8	-0.3	-0.5	-46.4	0.0282	-5.0
8.5	10.6	-9.9	CCn1c(/C=C2\C(=O)Nc3ccccc32)nc2ccccc2c1=O	13.2	10.0	0.0	4.1	1.23	-4.6

thrombin 1536	Rad51 HR inh	Furin inh	SMILES	FXIIa inh 1536	FXIa inh	PERK inhibitor	Calpain2 inh	Cl transport mod	KLK5 inh
-0.4	18.6	-22.6	CCc1cccc2c1NC1(CCCC1)CC2C (stereo unspecified)	7.4	-1.8	-0.1	32.1	1.69	0.7
-19.8	-2.7	-20.6	O=C(NCC1CCCO1)c1cc(NS(=O)(=O)c2cccs2)cc(NS(=O)(=O)c2cccs2)c1 (stereo unspecified)	7.7	-11.3	0.5	-8.3	0.674	-6.5
6.7	-2.5	-9.2	COc1ccc2cc(CCNC(=O)c3c(-c4ccccc4Cl)noc3C)c(=O)[nH]c2c1	15.6	3.5	-0.4	-0.1	-1.36	-1.8
-0.5	10.7	-23.5	COc1ccc(NS(=O)(=O)c2cc(NC(=O)C3CC3)ccc2N2CCOCC2)cc1	6.2	6.8	0.6	15.1	-0.00911	-2.2
-3.6	4.2	-18.6	COc1ccccc1/C=C/C(=O)OCC(=O)Nc1cc(C(F)(F)F)ccc1N1CCOCC1	9.1	4.7	-0.4	-5.2	-0.188	-3.5
-0.3	-3.5	-16.4	Cc1ccc(S(=O)(=O)N2CCC(=O)N(C(COCc3ccc(Cl)c(Cl)c3)Cc3ccccc3)CC2)cc1 (stereo unspecified)	11.3	3.2	0.6	5.0	-2.6	-8.4
-5.8	4.3	-14.5	COc1cccc(C(O)Cc2nc3ccccc3n2C)c1OC (stereo unspecified)	0.7	-4.9	0.3	-12.4	-0.699	-4.9
1.1	.	-21.0	O=S(=O)(NCCc1nnc2ccc(SCc3cccnc3)nn12)c1ccccc1	12.7	5.2	0.1	20.4	0.243	.
-0.8	-0.4	-25.7	CCOc1ccc(S(=O)(=O)N/N=C(\C)Cc2ccc(OC)cc2)cc1	.	1.1	0.7	-1.6	-0.22	5.2
6.0	2.2	-2.7	COCCNC(=O)C(c1ccc(Cl)cc1)N(C(=O)CCC(=O)Nc1ccccn1)C1CCCC1 (stereo unspecified)	18.6	7.9	-0.1	27.1	1.33	-13.9
-1.4	-13.7	-17.5	CC1=C(C(=O)N2CCOCC2)C(c2cccc3ccccc23)NC(=S)N1 (stereo unspecified)	9.4	4.1	1.4	6.7	-0.0345	-5.8
-1.1	-1.2	-10.2[20 µM]	O=C1/C(=C/c2cccc(F)c2)CSc2sccc21	15.9	2.2	1.3	-15.0	-1.51	-11.8
-0.5	1.6	-16.7	COc1cc(CSC)nc(-c2ccccc2)n1	12.9	1.8	0.6	31.1	0.00926	7.7
-3.4	-4.8	-17.1[20 µM]	COc1ccc(/C=C/C(=O)N(CC(C)C)CC(C)C)cc1Br	3.7	-2.9	-1.3	20.5	-1.86	1.6
-4.9	-5.9	-16.1	Cc1ccc(NC(=O)c2c(O)c3ccccc3n(C)c2=O)nc1	3.2	-7.3	1.0	-66.2	-0.00651	-9.7
5.1	18.0	-3.9	Brc1ccccc1-c1nnc(COc2ncnc3c2cnn3-c2ccccc2)o1	12.2	2.5	0.5	-64.5	.	-1.9
3.8	-21.3	-12.9	O=C(O)c1ccccc1C(=O)Nc1ccc(Oc2ccccc2)cc1	3.6	0.9	0.5	19.3	-1.68	-2.3
-9.4	-5.9	-24.3	COc1ccc(Cl)cc1NC(=S)NCc1ccc(S(N)(=O)=O)cc1	-0.6	-4.8	0.2	-2.8	-0.322	-24.7
0.0	0.2	-22.4	O=C(CCN1CCN(c2ccccc2)CC1)Nc1ccc2c(c1)OCO2	13.7	8.1	0.2	-27.7	-0.789	3.7
-5.2	-2.7	-23.6[20 µM]	Cn1c(=N)c(S(=O)(=O)c2ccccc2)cc2c(=O)n3ccccc3nc21	-12.8	-13.6	0.0	-382.1	0.00407	-16.8

thrombin 1536	Rad51 HR inh	Furin inh	SMILES	FXIIa inh 1536	FXIa inh	PERK inhibitor	Calpain2 inh	Cl transport mod	KLK5 inh
-8.5	-6.9	-22.0	Cc1ccc(OCCSc2nc3ncnc(N)c3[nH]2)cc1	5.1	-3.0	0.3	22.8	0.84	-0.4
-1.3	-2.7	-22.3	O=C(Cc1ccc(F)cc1)N(c1ccccc1)C1C=CS(=O)(=O)C1 (stereo unspecified)	13.1	1.2	1.1	-1.9	0.456	1.4
-1.0	0.9	-16.0[20 µM]	CC1(C)Cc2nc3sc4c(SCC(=O)NCc5ccco5)ncnc4c3cc2CO1	-10.2	2.5	-0.9	10.0	-1.32	-8.1
7.6	3.6	1.2[20 µM]	CN(c1ccccc1C(=O)O)S(=O)(=O)c1ccc2c3c(cccc13)C(=O)N2	23.0	11.2	1.6	-60.2	0.246	-17.8
1.8	4.9	-17.1	O=C(CCCC(=O)N(CC(=O)NC1CCCC1)C1CCCC1)Nc1ccccn1	21.7	2.5	-0.1	9.8	-0.0803	-9.9
1.8	6.0	-17.3	CN1CCN(Cc2nc(N)nc(Nc3ccc4c(c3)OCCO4)n2)CC1	1.6	-4.1	1.3	-4.3	0.617	-3.8
-12.1	0.3	-8.1	COc1ccc(NC(=O)CSc2nnc(-c3ccc(C)cc3)n2N)cc1	12.2	0.4	-0.2	-11.9	.	-17.9
0.6	4.2	-7.5	Cc1ccc(-c2nn(CC(=O)NCc3ccco3)c(=O)c3ccccc23)cc1	14.6	-3.3	0.7	28.2	0.324	-0.7
-4.3	-2.4	-15.2	CC(=O)NC1=NC(=O)CS1	4.6	-1.2	1.2	-32.9	-0.125	-3.6
-1.5	-5.2	-35.2[20 µM]	Cc1nc2cc3ccccc3cc2c(=O)[nH]1	10.7	-4.0	0.7	-234.4	-0.6	-71.3
-8.4	4.4	-14.6	COc1ccc2nc(C)cc(SCC(=O)Nc3c(C)cccc3C)c2c1	11.1	0.2	-0.1	-51.8	0.797	-13.1
-8.1	1.1	-14.4	CCCC(c1nnnn1Cc1ccc2c(c1)OCO2)N1CCC(C(N)=O)CC1 (stereo unspecified)	1.9	-2.8	0.5	-24.6	-0.169	0.0
-1.6	-0.6	-8.5	CC(C)Cn1c(=O)c(C(=O)Nc2ccccc2S(N)(=O)=O)c(O)c2ccccc21	5.3	-12.3	-0.1	-234.8	-1.2	-3.4
-2.4	-5.1	-25.7	COc1ccc(C(=O)NNC2=NCCCCC2)cc1	7.7	0.7	-0.4	19.7	1.82	-1.2
-1.6	-0.5	-5.7	CCOC(=O)C(=O)N=Nc1c(O)n(C)c2ccccc12	6.1	-3.4	0.3	-13.0	0.853	-1.1
-4.7	-3.1	-27.6	NC(=O)CC(NC(=O)c1ccccc1)c1ccc(NC2CCCCC2)c([N+](=O)[O-])c1 (stereo unspecified)	6.8	-0.2	.	-8.4	-1.17	-0.3
-1.7	.	-0.5	O=C(CSc1nnc(COc2ccccc2)o1)Nc1nccs1	-0.1	-7.3	0.1	12.3	-1.46	-19.6

A run of entries of the results above, for reference:
thrombin 1536	Rad51 HR inh	Furin inh	SMILES	FXIIa inh 1536	FXIa inh	PERK inhibitor	Calpain2 inh	Cl transport mod	KLK5 inh
-4.7	-3.1	-27.6	NC(=O)CC(NC(=O)c1ccccc1)c1ccc(NC2CCCCC2)c([N+](=O)[O-])c1 (stereo unspecified)	6.8	-0.2	.	-8.4	-1.17	-0.3
-1.7	.	-0.5	O=C(CSc1nnc(COc2ccccc2)o1)Nc1nccs1	-0.1	-7.3	0.1	12.3	-1.46	-19.6

Just Furin inh and FXIa inh, for 7 of the compounds above:
Compound	Furin inh	FXIa inh
Cc1nc2cc3ccccc3cc2c(=O)[nH]1	-35.2[20 µM]	-4.0
COc1ccc(NC(=O)CSc2nnc(-c3ccc(C)cc3)n2N)cc1	-8.1	0.4
CC1(C)Cc2nc3sc4c(SCC(=O)NCc5ccco5)ncnc4c3cc2CO1	-16.0[20 µM]	2.5
O=C(CSc1nnc(COc2ccccc2)o1)Nc1nccs1	-0.5	-7.3
Cc1ccc(OCCSc2nc3ncnc(N)c3[nH]2)cc1	-22.0	-3.0
CCCC(c1nnnn1Cc1ccc2c(c1)OCO2)N1CCC(C(N)=O)CC1 (stereo unspecified)	-14.4	-2.8
COc1ccc(C(=O)NNC2=NCCCCC2)cc1	-25.7	0.7

An excerpt. The share of hits here may be higher or lower than overall.
